Source: PubChem
IL2 activator – activates IL-2 in a cell-based reporter assay; actives 0.065% (n = 360,000); activation, % (series mostly up to about 46 µM); IL-2 activation reporter assay, cell-based qHTS; stimulated with anti-CD3/CD4/CD28 beads; in transgenic mouse T cells; in the data active means activation above about 50%; inconclusive means mostly about 30% to 49%; further: 0% is about no effect
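Unstimulated transgenic mouse T cells; 60-min compound exposure; bead-based TCR/CD4/CD28 stimulation; 18 h culture, 37 degrees C; dual fluorescence (EGFP, DsRed) plate cytometry.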
WRN inhibitor – WRN helicase (human) inhibition; Q14191; WRN helicase unwinding, fluorescent forked duplex, kinetic; Potency, µM (top dose mostly 114 µM), for inactives: at the highest dose activity change, negative = inhibition, hits mostly inhibitors; actives 0.46% (n = 360,000); further: potency means the concentration at half of the fitted maximal effect; on the % scale 0 is the no-effect control and ±100 the full control effect; nearly all actives have a fitted effect of over 55% in size
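Screening of the MLSMR collection measured strand separation of a quenched forked DNA duplex (100 nM) by 20 nM WRN with 2 mM ATP, all final. Compounds were preincubated with enzyme 15 min at room temperature.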
GLP-1R inv ag – GLP-1 receptor (human) inverse agonism; HEK293 GLP-1R CRE-luciferase, luminescence, 24 h; GLP-1R form is constitutively active; Potency, µM (doses to about 38.3 µM), for the others: top-dose activity change, negative = inhibition, usual class: inhibitors; actives 1.6% (n = 410,000); AID 624417; further: potency means the concentration at half of the fitted maximal effect; on the % scale 0 is the no-effect control and ±100 the full control effect; nearly all actives have a fitted effect of over 55% in size
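Constitutively active GLP-1R drives a cAMP-responsive luciferase in stably transfected HEK293 cells; test compounds are added after overnight (12 h) attachment and left 24 hr, and signal loss in luminescence marks inhibition.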
D3 antag – blocks the human D3 dopamine receptor. P35462. D3R cells, DiscoveRx beta-arrestin luminescence, antagonist mode; stronger effect = lower value. max response, negative = inhibition, %. actives 2.5% (n = 360,000); in the data active means max response below about -50%; inconclusive means no clear call, values can overlap the other calls; further: on the % scale 0 is the no-effect control and ±100 the full control effect; mostly tested at two doses, the higher about 12 µM
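Cells expressing the human receptor were seeded at 1500 cells/well, incubated overnight at 37 degrees C in 5% CO2, then exposed to library compounds with dopamine controls for 90 minutes at 37 degrees C before luminescent detection.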
DRD3 agonist – agonists of human D3 dopamine receptor; P35462; D3R DiscoveRx beta-arrestin cells, luminescence, 90 min; max activation, %; actives 0.58% (n = 410,000); in the data active means max activation above about 30%; further: 0% is about no effect; mostly tested at two doses, the higher about 12 µM
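Cells at 1500/well, incubated overnight, then treated with pinned compounds (dopamine as control) for 90 min at 37 degrees C. DiscoveRx reagent added for 30 - 60 minutes at room temperature; luminescence read.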
HEK293 tox – cytotoxicity counter-screen for GLP-1 receptor inverse agonists | HEK293 cAMP-luciferase reporter cells, luminescence, 24 h | Potency, µM (highest dose often 38.3 µM), inactives show top-dose activity change, negative = inhibition, usual class: inhibitors | actives 0.13% (n = 410,000) | AID 624418;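 further: loss of luciferase light is scored as toxicity; potency means the concentration at half of the fitted maximal effect; on the % scale 0 is the no-effect control and ±100 the full control effect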
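A 23 nL compound transfer followed 12 hours of cell culture at 37 deg C; exposure then lasted 24 hr. Luciferase assay detection reagent was dispensed and plates read for luminescence after a 12 min room-temperature wait.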
PI5P4K alpha inh – blocks human PI5P4K alpha kinase activity. P48426. PI5P4Kalpha enzyme, ADP-Glo luminescence, 60 min; stronger effect = lower value. max response, %. actives 1.2% (n = 330,000). AID 652105; active means max response of -50% or lower; inconclusive means between -30% and -50%; inactive means -30% or higher; further: value at the top dose of about 77 µM; on the % scale 0 is the no-effect control and ±100 the full control effect
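Enzyme plus substrate dispensed, test compounds pinned in, then ATP (5 microM final) added. After 60 min at RT, ADP-Glo reagent 1 for 45 min and reagent 2 for 30 min preceded luminescence imaging.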
GLP-1R agonist – activates the human GLP-1 receptor. actives 0.007% (n = 380,000). HEK293 GLP-1R CRE-luciferase, luminescence, 4-6 h; cells express a hypersensitive GLP-1R form. Potency, µM (highest dose often 45.6 µM), for inactives: at the highest dose activation, hits mostly activators. AID 624172. P43220; further: potency means the concentration at half of the fitted maximal effect; % of control where 0% means no effect
PLK1 PBD inh – PLK1 (human) polo-box domain binding inhibition; P53350; Plk1 PBD binding of FITC phosphopeptide, fluorescence polarization; Potency, µM, inactives show max response, negative = inhibition, actives largely listed as inhibitors; actives 2.8% (n = 360,000); AID 720504; further: potency means the concentration at half of the fitted maximal effect; series mostly up to about 57 µM; on the % scale 0 is the no-effect control and ±100 the full control effect; nearly all actives have a fitted effect of over 65% in size
Target sequence (P53350 whole entry, looked up, the tested form may be a part): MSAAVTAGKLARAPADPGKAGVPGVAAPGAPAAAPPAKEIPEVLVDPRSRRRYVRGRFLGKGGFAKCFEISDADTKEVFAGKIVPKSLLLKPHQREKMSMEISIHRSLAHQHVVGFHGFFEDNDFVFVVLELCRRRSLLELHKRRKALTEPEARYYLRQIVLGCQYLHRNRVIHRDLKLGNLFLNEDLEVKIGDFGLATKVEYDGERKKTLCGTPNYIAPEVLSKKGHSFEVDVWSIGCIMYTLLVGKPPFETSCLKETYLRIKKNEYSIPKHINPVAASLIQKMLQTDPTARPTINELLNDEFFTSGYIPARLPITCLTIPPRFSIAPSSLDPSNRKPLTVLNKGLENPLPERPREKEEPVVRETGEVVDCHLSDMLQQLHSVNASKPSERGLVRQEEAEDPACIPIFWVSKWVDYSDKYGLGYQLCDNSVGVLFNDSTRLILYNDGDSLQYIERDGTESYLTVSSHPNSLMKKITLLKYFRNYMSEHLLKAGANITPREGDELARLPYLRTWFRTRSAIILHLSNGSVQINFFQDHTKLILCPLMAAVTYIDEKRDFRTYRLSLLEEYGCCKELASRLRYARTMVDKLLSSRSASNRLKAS
* marks the source's active call; other numbers are inactive results; u = inconclusive; x = not tested or not shown; [ ] = another dose, or the depositor's remark. Unless noted, the call rests on the fitted dose curve; in most records, active means well fitted curve in the direction sought with a large enough effect; inconclusive means small, poorly fitted or top-dose-only effect, or another doubt; inactive means no such curve, though single readings can be large; an effect the other way counts as inactive or inconclusive.

#1 CCOC(=O)c1ccc(Nc2nc(-c3cccnc3)nc3ccccc23)cc1
#2 Cc1ccc(NC(=O)Cn2cnc3c(=O)n(C)c(=O)n(C)c32)c(C)c1
#3 Cc1cccc(NC(=O)CSc2nc3ccccc3o2)c1
#4 COC(=O)CNC(=O)/C=C/c1ccc(OC)cc1
#5 COC(=O)c1ccccc1NC(=O)C(CCS(C)(=O)=O)NC(C)=O (stereo not given)

| assay / entry | 1 | 2 | 3 | 4 | 5 |
| --- | --- | --- | --- | --- | --- |
| IL2 activator | -0.9 | -1.6 | -3.9 | -2.2 | -1.7 |
| WRN inhibitor | -9.7% | -1.8% | 1.6% | -3.5% | -23.2%[57.1 µM] |
| GLP-1R inv ag | 8.91µM* | 42.2%[activator] | -4.9% | -8.8% | -3.6% |
| D3 antag | 0.0 | -6.2 | 6.9 | 19.4 | -21.8 |
| DRD3 agonist | 4.8 | -2.1 | -0.3 | 0.0 | -2.8 |
| HEK293 tox | -8.5% | -9.5% | -1.0% | -16.3% | 17.0% |
| PI5P4K alpha inh | 1.9 | -1.5 | -3.4 | x | -4.1 |
| GLP-1R agonist | 4.4% | 0.4% | -2.1% | -12.9% | -8.6% |
| PLK1 PBD inh | -0.4% | -9.5% | -0.2% | -4.4% | 1.9% |

#6 O=C(NC(=S)N1CCCCC1CO)c1cccs1 (stereo not given)
#7 O=C(Nc1cccc(S(=O)(=O)N2CCOCC2)c1)C1CC1
#8 CCOc1ccc(C(=O)N2CCCC(c3nc(-c4cccs4)no3)C2)cc1 (stereo not given)
#9 Cn1c(=O)[nH]c(=O)c2c1nc(N1CCC(Cc3ccccc3)CC1)n2Cc1ccccc1
#10 Cc1nc2ccc(NC3=NCCCCC3)cc2s1

| assay / entry | 6 | 7 | 8 | 9 | 10 |
| --- | --- | --- | --- | --- | --- |
| IL2 activator | 0.0 | 0.2 | -3.5 | -4.1 | 1.1 |
| WRN inhibitor | -26.7% | 2.2% | 0.0% | -3.3% | -6.7% |
| GLP-1R inv ag | -0.6% | 7.1% | u | -7.9% | -12.3% |
| D3 antag | 13.0 | 11.3 | 5.2 | 21.9 | -28.3 |
| DRD3 agonist | -4.6 | -1.8 | 0.8 | 1.4 | 4.1 |
| HEK293 tox | -2.8% | -6.7% | -2.5% | 0.5% | -3.9% |
| PI5P4K alpha inh | 3.8 | -1.3 | -8.9 | 0.2 | -54.6* |
| GLP-1R agonist | -6.8% | -3.8% | 6.8% | 11.1% | -7.1% |
| PLK1 PBD inh | 21.2µM* | 2.4% | -1.3% | -11.7% | 29.9µM* |

A second format for part of the listing above:
Second line of a record – IL2 activator, WRN inhibitor, GLP-1R inv ag, D3 antag, DRD3 agonist, HEK293 tox, PI5P4K alpha inh, GLP-1R agonist, PLK1 PBD inh
4: COC(=O)CNC(=O)/C=C/c1ccc(OC)cc1
→ -2.2, -3.5%, -8.8%, 19.4, 0.0, -16.3%, x, -12.9%, -4.4%
5: COC(=O)c1ccccc1NC(=O)C(CCS(C)(=O)=O)NC(C)=O (stereo not given)
→ -1.7, -23.2%[57.1 µM], -3.6%, -21.8, -2.8, 17.0%, -4.1, -8.6%, 1.9%

(list continues)
#11 O=C(COC(=O)c1cccc(Br)c1)NCCC1=CCCCC1
#12 O=C(Nc1ncccn1)C12CC3CC(CC(C3)C1)C2
#13 Cc1ccc(N2CCN(S(=O)(=O)N3CCCCCC3)CC2)cc1Cl
#14 CSc1cccc(NS(=O)(=O)c2ccc3c(c2)oc(=O)n3C)c1
#15 CCOc1ccc(C(=O)CCC(=O)NC(CC(C)C)C(=O)OC)cc1 (stereo not given)

| assay / entry | 11 | 12 | 13 | 14 | 15 |
| --- | --- | --- | --- | --- | --- |
| IL2 activator | -1.2 | -2.6 | -1.4 | -3.1 | -2.7 |
| WRN inhibitor | -9.1% | 8.3% | 7.2% | -8.1% | -14.9% |
| GLP-1R inv ag | -3.2% | 2.5% | 0.0% | -31.9% | 0.6% |
| D3 antag | 8.2 | -0.9 | -7.6 | -13.5 | 8.5 |
| DRD3 agonist | -0.1 | 3.2 | 2.5 | -5.7 | 6.5 |
| HEK293 tox | 2.5% | 12.7% | 19.4% | -4.6% | 10.0% |
| PI5P4K alpha inh | 4.7 | -0.1 | x | 0.9 | 4.0 |
| GLP-1R agonist | 6.6% | 6.2% | 0.0% | 4.7% | 8.2% |
| PLK1 PBD inh | -3.0% | -7.6% | -11.1% | -9.2% | 2.7% |

#16 N#Cc1ccc(C(=O)Nn2cnnc2)cc1
#17 Cc1cc(C)n(CC(=O)N/N=C/c2cccs2)n1
#18 Cc1nc(S/C(=C/c2ccc(-c3cc(Cl)ccc3C)o2)C(=O)O)n[nH]1
#19 O=C(COC(=O)c1cccc(S(=O)(=O)N2CCCCCC2)c1)Nc1ccccc1C(F)(F)F
#20 COc1ccc(-n2c(=S)[nH]c3cc(C(=O)NC4CCCCC4)ccc3c2=O)c(OC)c1
#21 O=C(Nc1ccccc1)c1nsnc1C(=O)Nc1ccccc1
#22 COc1cccc(C(=O)CC(=O)C(=O)Nc2cc(Cl)c(OC)cc2OC)c1

| assay / entry | 16 | 17 | 18 | 19 | 20 | 21 | 22 |
| --- | --- | --- | --- | --- | --- | --- | --- |
| IL2 activator | 0.6 | -4.2 | -3.3 | 1.1 | 2.0 | -1.3 | 0.6 |
| WRN inhibitor | 3.1% | -3.0% | -6.9%[11.6 µM] | -0.2% | 16.1% | 6.2% | -6.4% |
| GLP-1R inv ag | 12.7% | 30.5% | -4.2% | -18.1% | 2.5%[7.66 µM] | 14.2% | 17.1% |
| D3 antag | -0.8 | 15.4 | 20.1 | 5.2 | -8.0 | 13.3 | 6.7 |
| DRD3 agonist | -6.0 | -4.0 | 5.1 | 0.2 | -2.0 | -0.8 | 6.6 |
| HEK293 tox | 0.9% | 13.8% | 1.4% | -15.6% | 1.0%[7.66 µM] | 7.0% | -4.8% |
| PI5P4K alpha inh | -3.1 | -4.3 | -0.9 | 8.4 | -6.0 | -0.6 | 4.2 |
| GLP-1R agonist | -3.3% | 2.1% | -4.2% | 6.3% | -0.6% | -3.4% | 3.1% |
| PLK1 PBD inh | -8.6% | -6.1% | u | -3.5% | 8.9% | 3.6% | -3.5% |

Molecules listed so far containing four or more nitrogen atoms, in the order listed:
#1 CCOC(=O)c1ccc(Nc2nc(-c3cccnc3)nc3ccccc23)cc1
#2 Cc1ccc(NC(=O)Cn2cnc3c(=O)n(C)c(=O)n(C)c32)c(C)c1
#9 Cn1c(=O)[nH]c(=O)c2c1nc(N1CCC(Cc3ccccc3)CC1)n2Cc1ccccc1
#16 N#Cc1ccc(C(=O)Nn2cnnc2)cc1
#17 Cc1cc(C)n(CC(=O)N/N=C/c2cccs2)n1
#21 O=C(Nc1ccccc1)c1nsnc1C(=O)Nc1ccccc1

| assay / entry | 1 | 2 | 9 | 16 | 17 | 21 |
| --- | --- | --- | --- | --- | --- | --- |
| IL2 activator | -0.9 | -1.6 | -4.1 | 0.6 | -4.2 | -1.3 |
| WRN inhibitor | -9.7% | -1.8% | -3.3% | 3.1% | -3.0% | 6.2% |
| GLP-1R inv ag | 8.91µM* | 42.2%[activator] | -7.9% | 12.7% | 30.5% | 14.2% |
| D3 antag | 0.0 | -6.2 | 21.9 | -0.8 | 15.4 | 13.3 |
| DRD3 agonist | 4.8 | -2.1 | 1.4 | -6.0 | -4.0 | -0.8 |
| HEK293 tox | -8.5% | -9.5% | 0.5% | 0.9% | 13.8% | 7.0% |
| PI5P4K alpha inh | 1.9 | -1.5 | 0.2 | -3.1 | -4.3 | -0.6 |
| GLP-1R agonist | 4.4% | 0.4% | 11.1% | -3.3% | 2.1% | -3.4% |
| PLK1 PBD inh | -0.4% | -9.5% | -11.7% | -8.6% | -6.1% | 3.6% |
